Menin-MLL TR inh = displaces Texas Red mutant MLL peptide from human menin. O00255. Menin + Texas Red MLL mutant peptide, fluorescence polarization. Potency, µM (highest dose often 61.6 µM), without a hit: at the highest dose FP activity change, negative = inhibition, most hits filed as inhibitors. actives 0.23% (n = 270,000). AID 1768; active means well fitted inhibition curve with a large enough effect in the polarisation, with a control signal flat, not every such curve was filed as active; inconclusive means small, poorly fitted or top-dose-only effect, or effect the other way, or a change in a side signal; inactive means no such curve, though single readings can be large or run the other way; the % refers to the polarisation; further: potency means the concentration at half of the fitted maximal effect; % of control where 0% means no effect; many of its hits are not listed in these tables
Coupling enz = coupling enzyme interference in Giardia aldolase counter-screen; activity change, negative = inhibition, % at 58.2 µM, hits read low; AID 2472; coupling enzyme system counterscreen, AmpLite Red fluorescence; actives 0.67% (n = 290,000); in the data active means activity change below about -30%; further: on the % scale 0 is the no-effect control and ±100 the full control effect
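Activity here indicates interference with the coupling reaction, not aldolase inhibition. Compounds at 57.5 uM final met coupling enzymes for 10 min at RT; substrate and AmpLite Red detection followed, with a 525/598 nm fluorescence read after 20 min.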
B2AR arrestin = agonists driving beta-arrestin recruitment to human beta2-adrenergic receptor; beta-arrestin recruitment to beta2AR, cell-based reporter; actives 0.02% (n = 330,000); Potency, µM (series often up to 46.1 µM), inactives show at the highest dose activation, most hits filed as activators; AID 492947; P07550;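 further: potency means the concentration at half of the fitted maximal effect; 0% = DMSO controls and full agonism = EC100 isoproterenol or metaproterenol; nearly all actives have a fitted effect of over 65% in size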
Target sequence (P07550 whole entry, looked up): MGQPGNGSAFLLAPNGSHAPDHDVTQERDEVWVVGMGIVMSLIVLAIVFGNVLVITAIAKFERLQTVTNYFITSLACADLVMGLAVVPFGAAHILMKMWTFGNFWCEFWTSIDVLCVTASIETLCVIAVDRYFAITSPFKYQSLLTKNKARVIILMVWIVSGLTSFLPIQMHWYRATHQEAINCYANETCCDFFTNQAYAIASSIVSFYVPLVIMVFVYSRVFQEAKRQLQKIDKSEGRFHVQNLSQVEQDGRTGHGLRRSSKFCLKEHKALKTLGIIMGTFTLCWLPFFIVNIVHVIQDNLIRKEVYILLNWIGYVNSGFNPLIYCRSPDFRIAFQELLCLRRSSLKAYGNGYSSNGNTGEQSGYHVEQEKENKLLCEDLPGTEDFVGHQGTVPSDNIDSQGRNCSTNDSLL
a7 integrin act = integrin-mediated muscular dystrophy alleviation activation; AID 624291; Potency, µM (doses to about 38.3 µM), for inactives: at the highest dose activation, usual class: activators; actives 0.064% (n = 350,000); alpha7betagal myoblasts, beta-gal FDG fluorescence, 48 h;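 further: potency means the concentration at half of the fitted maximal effect; 100% = response of the positive control SU9516; nearly all actives have a fitted effect of over 60% in size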
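alpha7betagal+/- myoblasts (passage 13, 250/well) treated 48 h at 37C with compounds at 1:260 dilution of DMSO stock. Lysed, then beta-galactosidase activity read as FDG fluorescence (ex 480/em 540) after 30 min, with pre-read for autofluorescence.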
GALK inh = inhibitors of human galactokinase. P51570. Purified GALK, Kinase-Glo residual ATP luminescence. Potency, µM (highest dose often 57.5 µM), without a hit: at the highest dose activity change, negative = inhibition, hits mostly inhibitors. actives 0.007% (n = 270,000). AID 1868; further: potency means the concentration at half of the fitted maximal effect; on the % scale 0 is the no-effect control and ±100 the full control effect
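GALK at 5 nM final was combined with compound, 35 uM ATP and 100 uM galactose in HEPES pH8.0 with MgCl2 and DTT. The reaction ran one hour at room temperature before luminescent ATP detection.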
S-ASM inh = blocks human secretory acid sphingomyelinase; P17405; placental ASM, HMU-PC fluorogenic substrate, 60 min; Potency, µM (highest dose often 57.5 µM), inactives show at the top dose activity change, negative = inhibition, actives largely listed as inhibitors; actives 0.006% (n = 340,000); AID 504937; further: potency means the concentration at half of the fitted maximal effect
Target sequence (P17405 47-631 limits assumed): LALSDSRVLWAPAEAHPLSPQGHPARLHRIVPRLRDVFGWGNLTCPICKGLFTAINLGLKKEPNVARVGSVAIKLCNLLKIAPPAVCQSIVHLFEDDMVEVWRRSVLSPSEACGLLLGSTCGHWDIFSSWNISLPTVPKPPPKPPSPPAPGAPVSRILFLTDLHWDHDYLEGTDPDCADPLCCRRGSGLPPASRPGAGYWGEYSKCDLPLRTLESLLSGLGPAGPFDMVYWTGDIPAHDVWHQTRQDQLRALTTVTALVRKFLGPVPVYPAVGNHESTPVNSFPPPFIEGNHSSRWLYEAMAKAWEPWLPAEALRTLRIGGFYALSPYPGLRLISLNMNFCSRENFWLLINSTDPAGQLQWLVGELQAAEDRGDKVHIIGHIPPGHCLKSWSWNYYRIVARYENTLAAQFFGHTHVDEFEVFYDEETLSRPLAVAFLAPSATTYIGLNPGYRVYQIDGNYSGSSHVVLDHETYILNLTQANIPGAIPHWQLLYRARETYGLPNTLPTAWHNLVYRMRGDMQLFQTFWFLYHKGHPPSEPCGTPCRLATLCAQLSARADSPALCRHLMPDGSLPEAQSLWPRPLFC
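qHTS format. ASM enzyme prepared from human placenta hydrolyses the fluorogenic substrate HMU-PC0 (9 uM final) over 60 min at 37 °C after a 10 min compound preincubation.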
PKM2 act = PKM2 (human) enzyme activation. P14618. purified PKM2, Kinase-Glo ATP luminescence, activation; response scale: 0% is enzyme alone, no compound. Potency, µM (top dose mostly 57.5 µM), for the others: at the highest dose activation, actives largely listed as activators. actives 0.34% (n = 260,000). AID 1631; further: potency means the concentration at half of the fitted maximal effect; on the % scale 0 is the no-effect control and ±100 the full control effect; nearly all actives have a fitted effect of over 55% in size
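Purified hPK-M2 (>95% pure) converted ADP (0.1 mM final) to ATP with 0.5 mM PEP in 50 mM imidazole pH7.2, KCl, MgCl2, Tween 20, BSA; 1 h at room temperature. ATP detected by Kinase-Glo luminescence.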
Giardia kill = Giardia lamblia killing | Giardia lamblia trophozoite viability | activity change, % at 7.66 µM, hits read low | actives 0.15% (n = 340,000) | AID 540267; in the data active means activity change below about -80%; inconclusive means between about -30% and that limit;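 further: parasites exposed to compound for two days anaerobically before the ATP read; on the % scale 0 is the no-effect control and ±100 the full control effect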
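ATP-content bioluminescence gauges trophozoite survival. Cells (100/well) receive compound and incubate anaerobically for 48 hrs at 37 deg C; detection reagent follows for 15-30 min at room temperature.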
Chronic BCR inh = inhibitors of chronic active B-cell receptor signaling. Potency, µM (highest dose often 46.1 µM), for the others: at the top dose ratio change, negative = lower green/red ratio, hits mostly inhibitors. actives 0.05% (n = 340,000). AID 493014. ABC-DLBCL IkBa-CBG/CBR reporter, luminescence ratio, 4 h; active means well fitted inhibition curve with a large enough effect in the signal ratio, with a control signal flat, not every such curve was filed as active; inconclusive means small, poorly fitted or top-dose-only effect, or effect the other way, or a change in a side signal; the % refers to the signal ratio;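 further: potency means the concentration at half of the fitted maximal effect; plate controls were basal doxycycline-induced cells for no effect and cells given 10 µM MG132 for full effect; MG132 reads +100%, hits lower the ratio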
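Concentration-response series (up to 46 uM) were applied to TMD8 dual-reporter cells for 4 h at 37C with doxycycline. Green/red ratio, after filter-overlap correction, defined %Activity; red signal alone was normalised to basal cells and zero luminescence.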
Tb PFK inh = T. brucei PFK enzyme inhibition; Potency, µM (highest dose often 57.5 µM), for inactives: at the highest dose activity, negative = inhibition, most hits filed as inhibitors; AID 485367; T. brucei PFK, ADP-Glo luminescence; actives 0.17% (n = 330,000);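 further: potency means the concentration at half of the fitted maximal effect; 0% = uninhibited 1x PFK enzyme wells and -100% = no-enzyme wells; nearly all actives have a fitted effect of over 60% in size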
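In TEA buffer at pH 8.0 with 5 mM MgCl2, enzyme (1.25 nM) converted F6P (0.5 mM) and ATP (0.1 mM) for 45 min at room temperature. ADP product was read by luciferase luminescence.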
PTAP TSG101 blk = blocks PTAP/TSG101 interaction to inhibit HIV-1 budding; AID 493005; 340,000 tested, under 10 active; Fluorescence polarization, FITC-PTAP peptide / Tsg101 binding; Q99816; Potency, µM (top dose mostly 115 µM), inactives show at the top dose activity change, negative = inhibition, hits mostly inhibitors; active means well fitted inhibition curve with a large enough effect in the main read-out, with a control signal flat, not every such curve was filed as active; inconclusive means small, poorly fitted or top-dose-only effect, or effect the other way, or a change in a side signal; inactive means no such curve, though single readings can be large or run the other way; further: potency means the concentration at half of the fitted maximal effect; % of control where 0% means no effect
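Fluorescence polarization binding of Tsg101 binding domain (10 uM final) to FITC-labeled PTAP peptide (50 nM final) in HEPES pH 7.5 buffer with NaCl, Tween 20, EDTA, TCEP. Compounds added before peptide; binding 20 min at RT.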
An asterisk follows results filed as active; ? = inconclusive; . = no result given; [ ] = dose if it differs, or a comment. Unless noted, the call rests on the fitted dose curve; in most records, active means well fitted curve in the direction sought with a large enough effect; inconclusive means small, poorly fitted or top-dose-only effect, or another doubt; inactive means no such curve, though single readings can be large; an effect the other way counts as inactive or inconclusive.

SMILES	Menin-MLL TR inh	Coupling enz	B2AR arrestin	a7 integrin act	GALK inh	S-ASM inh	PKM2 act	Giardia kill	Chronic BCR inh	Tb PFK inh	PTAP TSG101 blk
COc1ccc(N2CCN(C(=O)CNC(=O)Cn3cnc4sc(C)c(C)c4c3=O)CC2)cc1	20%	0	0.0%	0%	6%	-1%	.	4	0%	-1%	-9%
C/C(=N\NC(=O)Cc1c(C)[nH][nH]c1=O)c1ccc(Cl)c(Cl)c1	.	2	0.4%	-12%	4%	-1%	0%	5	-15%	0%	-4%
CCN1CCN(C(=O)CN2C(=O)c3cccc4cccc2c34)CC1	-20%	-1	0.1%	3%	0%	48%[activator]	-2%	16	-4%	0%	2%
CCOC(=O)c1ccc(NC(=O)CN(c2ccc(C)cc2)S(=O)(=O)c2c(C)n[nH]c2C)cc1	30%[activator]	3	0.0%	35%	1%	-13%	2%	12	?	0%	-1%
CCn1cc(C(=O)NCCC(C)C)c(=O)c2cc(F)c(N3CCN(C(=O)c4ccco4)CC3)cc21	.	.	0.3%	17%	0%	-8%	.	?	1%	-6%	-8%
COc1ccccc1Nc1nc(N)nc(CN(C)C2CCCCC2)n1	-6%	-4	0.0%	-18%	-1%	-1%	-10%	-12	-10%	-5%	-8%
O=C(COc1ccc([N+](=O)[O-])cc1Cl)NCCN1C(=O)CSC1=O	.	.	0.1%	1%	.	-1%	.	1	-4%	-7%	-4%
Cc1ccc(NS(=O)(=O)c2ccc(Cl)s2)cc1S(=O)(=O)N(C)C	9%	3	0.0%	42%	3%	-2%	4%	-14	6%	-1%	0%
CC/C(C)=C1\SC(N2CCOCC2)=NC1=O	1%	3	-0.1%	0%	-1%	-1%	-1%	-12	-5%	5%	-4%
CC(=O)N1CCc2cc(S(=O)(=O)CCC(=O)N3CCC(C)CC3)ccc21	-15%	-1	0.0%	4%	6%	0%	0%[0.46 µM]	19	?	-5%	-2%
CCCCN(C(=O)NC(=O)Nc1ccccc1OC)S(C)(=O)=O	0%	0	-1.1%	?	7%	-2%	0%	-12	?	-4%	-3%
Cc1ccccc1NC(=O)c1ccc(COc2ccc3c(C)cc(=O)oc3c2)cc1	5%	0	0.3%	26%	0%	11%	-16%	5	-1%	-1%	-1%
CCNC(=O)N(CC)C[C@H]1N[C@@](CC)(C(=O)OC)[C@H]2C(=O)N(Cc3ccccc3)C(=O)[C@@H]12	.	.	12%	9%	.	0%	.	13	-2%	-2%	4%
O=C(NC(=S)Nc1nc(-c2ccc(Br)cc2)cs1)c1cccnc1	.	3	-0.8%	5%	.	-2%	2%	7	?	-2%	-5%
COc1ccc(CSc2nnc(SCc3ccc([N+](=O)[O-])cc3)s2)cc1	22%	-1	0.5%	14%	-1%	-6%	0%	-1	2%	-2%	1%
Cc1ccc(S(=O)(=O)N2CCN(S(=O)(=O)N3CCCCC3)CC2)cc1	23%	3	-0.1%	9%	-2%	-1%	-8%	-10	2%	-7%	-4%
CCOC(=O)c1ccc(N=NN(C)C)cc1	.	0	0.2%	0%	-1%	-7%	-1%	13	?	-1%	1%
CCCn1c(SCC(=O)NC2CCCCC2)nnc1-c1cccnc1	-1%	3	-0.2%	13%	0%	0%	1%	23	-11%	0%	-1%
Cc1ccc(N/C(N)=N/c2nc(CSc3nnc(N)s3)cc(=O)[nH]2)cc1	.	-6	-0.4%	-26%	-1%	-4%	0%	11	6%	-2%	-9%
COc1ccc(-n2cc(CNCCc3ncc(C)[nH]3)c(-c3ccccc3Cl)n2)cc1	-2%	6	0.1%	-11%	10%	-2%	-4%	-13	-19%	-2%	-1%
COc1ccc(OC)c(/C=N/NC(=O)c2cc[n+](CC(=O)c3ccccc3)cc2)c1	-4%	-3	0.1%	9%	4%	2%	-1%	12	0%	4%	-10%
CCOC(=O)c1c(NC(=O)COC(=O)c2cc(OC)c(OC)cc2[N+](=O)[O-])sc(C)c1CC	9%	-2	0.3%	?	2%	-6%	-3%	-6	?	-5%	-1%
CC(NC(=S)NCCCN1CCOCC1)C12CC3CC(CC(C3)C1)C2 (centres undefined)	0%	3	0.2%	-4%	5%	0%	1%	-5	0%	-1%	-2%
CCn1ccnc1CN(C)Cc1nc(-c2ccc3c(c2)OCO3)no1	-11%	1	-0.5%	-15%	4%	4%	-5%	-10	?	0%	-2%
NC(=O)C1CCN(C(=O)/C=C/c2cc(Br)ccc2F)CC1	7%	-1	0.0%	21%	-1%	12%	-8%	5	5%	-6%	-1%
CC(C)NC(=O)c1onc(CSc2ccccc2)c1C(=O)O	17%	-4	-0.4%	2%	-7%	9%	1%	3	?	1%	0%
COc1ccc2c(C)cc(SCC(=O)Nc3ncc(Cl)cc3Cl)nc2c1	-19%	3	-0.9%	3%	2%	2%	-3%	33[activator]	10%	2%	0%
O=C(Nc1cccn(Cc2c(Cl)cccc2Cl)c1=O)c1ccc(Cl)cc1	.	-2	-0.4%	8%	-1%	-2%	-2%	10	.	1%	-2%
CC1(C)CC(=O)C2(CC3=C(CC(C)(C)CC3=O)O2)C(=O)C1	2%	0	0.4%	-18%	1%	3%	-10%	-24	0%	2%	-7%
COc1ccc(/C=C/C(=O)OCC(=O)N2CC(=O)Nc3ccccc32)cc1	0%	-2	-0.5%	-23%	1%	-3%	-4%	17	?	-18%	-1%
O=C(OCc1nnc(-c2ccc(Cl)cc2)o1)c1ccc(O)cc1	10%	-2	-0.7%	7%	5%	-1%	0%	-2	0%	2%	-2%
COc1ccc(Cl)cc1NC(=O)NCC1CCN(Cc2cc(C)ccc2C)CC1	-5%	0	-1.0%	-72%[inhibitor]	2%	-2%	.	-9	?	0%	-2%
Cc1ccc(N(C(=O)c2ccn[nH]2)C(C(=O)NC2CCCC2)c2cccs2)cc1 (centres undefined)	?	-10	0.2%	.	-2%	.	1%	.	4%	3%	.
COc1cc(/C=C/C(=O)Nc2ccc(N3CCCCC3)c(S(=O)(=O)Nc3ccccc3Cl)c2)cc(OC)c1OC	-29%	-3	-0.7%	-1%	-2%	0%	-1%	-15	1%	2%	-3%
Clc1cccc(Nc2nc(-c3cccnc3)cs2)c1	?	-8	-0.1%	-13%	-1%	-8%	-3%	1	-13%	-2%	-2%
COC(CNC(=O)CC1C(=O)N(Cc2ccccc2)C(C)c2nc3ccccc3n21)OC (centres undefined)	-23%	0	0.1%	2%	1%	3%	9%	19	-3%	-1%	-4%
COc1cccc(Oc2cc(Cl)nc(N)n2)c1	2%	3	-0.9%	-12%	-2%	0%	9%	-10	?	2%	0%
Nc1c(C(=O)NC2CCCCC2)c2nc3ccccc3nc2n1/N=C/c1ccco1	?	-1	-0.2%	.	10%	.	-4%	.	?	-9%	.
C=CCOC(=O)C1=C(C)NC(=S)NC1c1cccs1 (centres undefined)	-14%	6	3.6%	?	1%	0%	0%	-2	1%	-1%	-10%
O=c1c2ccccc2nc2n1C(CSc1ccc(F)cc1)CN2 (centres undefined)	.	-1	-0.5%	20%	-1%	0%	0%	0	1%	1%	-7%
CC(C)N(C(=O)Cn1cnc2cc([N+](=O)[O-])ccc2c1=O)C(C)C	0%	-4	0.4%	.	-4%	.	0%	.	?	-2%	.
CCN(CC(=O)Nc1c(F)cccc1F)C(=O)C1=COCCO1	.	.	-0.3%	0%	.	.	.	8	?	-2%	-7%
COc1ccc(-c2ccc(S(=O)(=O)N3CCOCC3)cc2)cc1	14%	0	-0.2%	-18%	-1%	0%	6%	7	-4%	-2%	-8%
Cc1ccccc1C(=O)N1CCC(C(=O)N2CCN(c3ncccn3)CC2)CC1	.	.	-3.1%	-11%	.	3%	.	-3	-8%	-3%	-1%
CN(C(=O)COC(=O)C1CCN(S(=O)(=O)c2c(Cl)cccc2Cl)CC1)c1ccccc1	.	.	0.0%	-15%	.	-1%	.	-30	7%	0%	-4%
N#Cc1c(N)n(-c2ccccc2N)c2nc3ccccc3nc12	.	-17	-0.4%	15%	.	16%	1%	-21	?	-3%	-1%
O=C(NCc1ccco1)C(c1ccccc1)N(C(=O)Cc1cccs1)c1ccccc1F (centres undefined)	-19%	6	0.1%	3%	.	-1%	11%	25	?	3%	-3%
Cc1[nH]nc(SCC(=O)NCCc2ccccc2)c1[N+](=O)[O-]	-2%	-3	0.0%	15%	0%	-1%	0%	4	0%	3%	-2%

Screening results deposited in PubChem BioAssay by National Center for Advancing Translational Sciences (NCATS).

The list is partial, so the mix of outcomes need not match the whole.
